Screening data from PubChem.
TDP1 block: blocks human tyrosyl-DNA phosphodiesterase 1; recombinant TDP1, AlphaScreen DNA substrate cleavage; Potency, µM (titrated, usually from 130 µM), for inactives: at the top dose activity change, negative = inhibition, actives largely listed as inhibitors; 350,000 tested, 0.28% active; AID 485290; also: nearly all actives have a fitted effect of over 40% in size
Target sequence (Q9NUW8 whole entry, looked up): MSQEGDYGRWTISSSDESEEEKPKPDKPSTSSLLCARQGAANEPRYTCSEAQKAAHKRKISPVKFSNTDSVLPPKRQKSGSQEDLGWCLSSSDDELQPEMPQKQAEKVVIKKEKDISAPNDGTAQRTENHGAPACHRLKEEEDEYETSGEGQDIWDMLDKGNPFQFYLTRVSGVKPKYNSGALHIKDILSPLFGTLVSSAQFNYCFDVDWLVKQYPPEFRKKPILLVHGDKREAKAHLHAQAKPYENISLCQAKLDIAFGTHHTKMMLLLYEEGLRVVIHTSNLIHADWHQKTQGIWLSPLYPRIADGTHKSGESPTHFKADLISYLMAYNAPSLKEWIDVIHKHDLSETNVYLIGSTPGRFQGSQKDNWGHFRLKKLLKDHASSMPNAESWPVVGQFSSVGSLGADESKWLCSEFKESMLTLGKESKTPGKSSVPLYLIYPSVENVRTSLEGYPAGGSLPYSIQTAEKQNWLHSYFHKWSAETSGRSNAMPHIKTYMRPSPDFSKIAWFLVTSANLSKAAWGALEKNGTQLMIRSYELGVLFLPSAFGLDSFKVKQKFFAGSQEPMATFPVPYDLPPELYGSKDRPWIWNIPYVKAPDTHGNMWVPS
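Signal: AlphaScreen proximity between streptavidin donor and anti-FITC acceptor beads on intact substrate. Reaction: Tdp1 1 nM, substrate 15 nM final, 5 min RT after 15 min compound preincubation.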
TDP1 cell CPT: growth inhibition of DT40 Tdp1-/-;hTDP1 cells with camptothecin (screen for TDP1 inhibitors) | chicken DT40 Tdp1-/-;hTDP1 cells + 20 nM CPT, ATP luminescence, 48 h | Potency, µM (series often up to 46.2 µM), inactives show at the top dose activity change, negative = growth inhibition, usual class: inhibitors | 420,000 tested, 12% active; also: nearly all actives have a fitted effect of over 55% in size
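Cell growth measured by CellTiter-Glo luminescence after a minimum 48 h, 37 C compound exposure with 20 nM CPT in Tdp1-knockout DT40 cells stably expressing hTDP1, seeded 400/well; qHTS titration format.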
TDP1 cell noCPT: qHTS for Inhibitors of human tyrosyl-DNA phosphodiesterase 1 (TDP1): qHTS in cells in absence of CPT | DT40 Tdp1-/- hTDP1 cells, no CPT, ATP luminescence, 48 h | 420,000 tested, 15% active | AID 686978, 2013 | Potency, µM (titrated, usually from 46.2 µM), inactives show at the top dose activity change, negative = growth inhibition, hits mostly inhibitors; also: nearly all actives have a fitted effect of over 55% in size
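Camptothecin absent (DMSO only). Human TDP1-complemented DT40 knockout cells, 400 cells/well, 37 °C for minimum 48 hr; ATP measured via CellTiter-Glo, 30 min dark incubation, luminescence.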
Numbers without * were called inactive; [ ] = dose if it differs, or a comment. Calls follow the shape of the dose curve; as a rule, active = well fitted curve in the direction sought with a large enough effect; inconclusive = small, poorly fitted or top-dose-only effect, or another doubt; inactive = no such curve, though single readings can be large; an effect the other way counts as inactive or inconclusive. % is scaled to controls: 0 for no effect and ±100 for the full control effect; potency is read from the fitted curve at half-maximal effect. Hits appear at their usual frequency; any-hit rate near 18%.

Start of the listing, in advance:
Cc1nc(-c2ccc(C(=O)Nc3cc(S(N)(=O)=O)ccc3C)cc2)cs1 was read as TDP1 block -5.7%, TDP1 cell CPT -22.2% and TDP1 cell noCPT inconclusive.
`CC(=O)Nc1sc2c(c1C(c1ccccn1)N1CCN(C)CC1)CCCC2` (configuration not stated) gave TDP1 block 2.5%, TDP1 cell CPT -0.2% and TDP1 cell noCPT 5.4%.

All compounds of this part, from the start:
Cc1nc(-c2ccc(C(=O)Nc3cc(S(N)(=O)=O)ccc3C)cc2)cs1 was read as TDP1 block -5.7%, TDP1 cell CPT -22.2% and TDP1 cell noCPT inconclusive.
`CC(=O)Nc1sc2c(c1C(c1ccccn1)N1CCN(C)CC1)CCCC2` (configuration not stated) gave TDP1 block 2.5%, TDP1 cell CPT -0.2% and TDP1 cell noCPT 5.4%.
For COc1cc(Nc2nc3ccccc3nc2NS(=O)(=O)c2ccc([N+](=O)[O-])cc2)cc(OC)c1OC the results were TDP1 block 8.5%, TDP1 cell CPT 10.3µM* and TDP1 cell noCPT inconclusive.
`C#CCOCCOCCOCCNc1nc(N2CCN(C(=O)Cn3cc(CCCN=C(N)N)nn3)CC2)nc(N2CCN(C(=O)[C@H]([C@@H](C)CC)n3cc(CCC(=O)O)nn3)CC2)n1` gave TDP1 block 3.9%, TDP1 cell CPT inconclusive and TDP1 cell noCPT -3.9%.
`O=C(c1ccc(Cl)c(S(=O)(=O)N2CCCCCC2)c1)N1CCCC1` gave TDP1 cell CPT inconclusive and TDP1 cell noCPT -18.8%.
Screening NC(=O)C1CCCN(Cc2ccc3c(c2)CN(Cc2ccccc2)CCO3)C1 (configuration not stated) returned TDP1 cell CPT 5.8%[9.04 µM] and TDP1 cell noCPT -17.7%.
Screening O=c1c2cccnc2[nH]c(=S)n1CCC1=CCCCC1 returned TDP1 block 2.0%, TDP1 cell CPT inconclusive and TDP1 cell noCPT inconclusive.
`COc1ccc(C(=O)NC(C)c2ccc(-n3ccnc3)cc2)cc1S(=O)(=O)N1CCOCC1` (configuration not stated) gave TDP1 block 1.5%, TDP1 cell CPT -6.9% and TDP1 cell noCPT -26.5%.
For COc1ccc(N2C(=O)NC(=O)C2=O)cc1 the results were TDP1 block 0.2%, TDP1 cell CPT -21.0% and TDP1 cell noCPT -13.0%.
O=C(Nc1cccc([N+](=O)[O-])c1)c1ccc([N+](=O)[O-])o1 was read as TDP1 cell CPT 1.84µM* and TDP1 cell noCPT 3.66µM*.
Screening CC1(C)CC(=O)C=C(c2cccc(O)c2)C1=O returned TDP1 block -1.6%, TDP1 cell CPT -2.8% and TDP1 cell noCPT -0.3%.
`C=CCN1C(=O)c2ccc(C(=O)NCCc3ccc(OC)c(OC)c3)cc2C1=O` gave TDP1 block 4.0%[56.1 µM], TDP1 cell CPT 6.0% and TDP1 cell noCPT -1.3%.
`CC1=C(C(N)=O)C(c2ccccn2)n2nc(-c3ccccc3Cl)nc2N1` (configuration not stated) gave TDP1 block 7.6%, TDP1 cell CPT -10.4% and TDP1 cell noCPT -12.3%.
CC(=O)c1ccc(S(=O)(=O)Nc2ccc(-c3cn4c(C)csc4n3)cc2)cc1 was read as TDP1 block 2.7%, TDP1 cell CPT 2.7% and TDP1 cell noCPT -0.4%.
`Cc1ccccc1CN1CCN(C(=O)c2ccc(F)cc2)CC1` gave TDP1 block 3.4%, TDP1 cell CPT inconclusive and TDP1 cell noCPT -10.3%.
For CN(C)c1ccc(/C=C/c2nc3ccccc3s2)cc1Cl the results were TDP1 cell CPT 5.01µM* and TDP1 cell noCPT 2.82µM*.
For CC1CCN(C(=O)CSc2nnc(CNc3ccc(F)cc3)n2Cc2ccco2)CC1 the results were TDP1 block 1.0%, TDP1 cell CPT -26.8% and TDP1 cell noCPT inconclusive.
CNC(=O)CS(=O)(=O)CC(=O)Nc1cc(OCCOC)c(Cl)cc1Cl was read as TDP1 cell CPT 6.6% and TDP1 cell noCPT -2.2%.
O=C(COC(=O)/C=C/c1ccc(C(F)(F)F)cc1)NCC1CCCO1 (configuration not stated) was read as TDP1 block -0.6%, TDP1 cell CPT inconclusive and TDP1 cell noCPT inconclusive.
`O=C(CN(CCc1ccccc1)S(=O)(=O)c1ccccc1)NCc1ccc(Cl)cc1` gave TDP1 block 4.8%[12.3 µM], TDP1 cell CPT inconclusive and TDP1 cell noCPT inconclusive.
For N#CC1(c2ccccc2)CCC(NCCc2ccccc2)CC1 (configuration not stated) the results were TDP1 cell CPT inconclusive and TDP1 cell noCPT 18.4µM*.
O=C(Cn1nc(CNc2ccc(Cl)cc2)[n+]2c1CCCCC2)c1ccc(Cl)cc1 was read as TDP1 block -2.6%, TDP1 cell CPT inconclusive and TDP1 cell noCPT 23.1µM*.
O=C(CCS(=O)(=O)c1cccs1)Nc1ccc(C(=O)NCc2ccc(F)cc2)cc1 was read as TDP1 block -5.9%, TDP1 cell CPT 18.9% and TDP1 cell noCPT 5.4%.
Screening CC(C)(C)c1ccc(S(=O)(=O)Nc2ccc3c(c2)COC3=O)cc1 returned TDP1 block -3.7%, TDP1 cell CPT inconclusive and TDP1 cell noCPT -25.6%.
For CCn1nnc(NC(=O)c2ccccc2Br)n1 the results were TDP1 block 4.4%, TDP1 cell CPT -11.5% and TDP1 cell noCPT -2.0%.
Screening Cc1c(C(=O)NCc2ccccc2)sc2nc[nH]c(=O)c12 returned TDP1 block 6.6%, TDP1 cell CPT -24.0% and TDP1 cell noCPT -21.4%.
`COc1ccc(-c2nc3n(n2)C(c2ccc(OC)c(OC)c2)C(C(=O)Nc2cccnc2)=C(C)N3)cc1` (configuration not stated) gave TDP1 block 4.7%, TDP1 cell CPT -11.5% and TDP1 cell noCPT -4.1%.
For CCC(C)(C)n1nnnc1C(c1ccc(O)c(OC)c1)N1CCc2ccccc2C1 (configuration not stated) the results were TDP1 block 4.1%, TDP1 cell CPT 7.31µM* and TDP1 cell noCPT 13µM*.
`CCC(=O)N/C(=N/c1nc(C)cc(C)n1)Nc1cccc(OC)c1` gave TDP1 block 0.0%, TDP1 cell CPT inconclusive and TDP1 cell noCPT inconclusive.
Cc1cccc(/C=C\c2ccccc2)n1 was read as TDP1 block 3.6%[56.1 µM], TDP1 cell CPT inconclusive and TDP1 cell noCPT -72.1%.

3 neighbouring entries from above:
For CCC(C)(C)n1nnnc1C(c1ccc(O)c(OC)c1)N1CCc2ccccc2C1 (configuration not stated) the results were TDP1 block 4.1%, TDP1 cell CPT 7.31µM* and TDP1 cell noCPT 13µM*.
`CCC(=O)N/C(=N/c1nc(C)cc(C)n1)Nc1cccc(OC)c1` gave TDP1 block 0.0%, TDP1 cell CPT inconclusive and TDP1 cell noCPT inconclusive.
Cc1cccc(/C=C\c2ccccc2)n1 was read as TDP1 block 3.6%[56.1 µM], TDP1 cell CPT inconclusive and TDP1 cell noCPT -72.1%.

Next section:
`O=C(COc1ccccc1Cc1ccccc1)Nc1cccc(S(=O)(=O)N2CCOCC2)c1` gave TDP1 block 0.0%, TDP1 cell CPT inconclusive and TDP1 cell noCPT inconclusive.
`CC(=O)Nc1ccc(NC(=O)c2ccc(S(=O)(=O)N3CCCCCC3)cc2)cc1` gave TDP1 cell CPT -15.9% and TDP1 cell noCPT -16.1%.
Screening COc1cc(/C=C2\N=C(c3c(-c4ccccc4)noc3C)OC2=O)ccc1OC(C)=O returned TDP1 block -7.0%, TDP1 cell CPT 17.7% and TDP1 cell noCPT -10.5%.
`CCCN(CC(=O)Nc1ccccc1OC)C(=O)c1ccncc1` gave TDP1 block 5.9%[0.0935 µM], TDP1 cell CPT -2.1% and TDP1 cell noCPT -4.8%.
For CC1(C)CN(c2ccccc2)N(Cc2ccc(F)cc2)C1=O the results were TDP1 block 2.0%, TDP1 cell CPT 9.2µM* and TDP1 cell noCPT 9.2µM*.
CCCn1c(=O)c(C(=O)NCCc2ccc(OC)c(OC)c2)c(O)c2ccccc21 was read as TDP1 block 4.7%, TDP1 cell CPT inconclusive and TDP1 cell noCPT inconclusive.
O=[N+]([O-])c1cc(S(=O)(=O)N2CCOCC2)ccc1OCc1ccccc1C(F)(F)F was read as TDP1 block 1.0%, TDP1 cell CPT -19.2% and TDP1 cell noCPT -11.4%.
Screening COc1ccc(C(=O)Oc2cc(-c3ccc4c(c3)OCO4)cc(=O)c3c(C)oc(C)c23)cc1 returned TDP1 block 9.8%, TDP1 cell CPT inconclusive and TDP1 cell noCPT -29.9%.
`CCC1=C(c2ccc(C)cc2)S(=O)(=O)N=C1N1CCC(C(=O)NCCCN2CCCCC2C)CC1` (configuration not stated) gave TDP1 block 6.8%, TDP1 cell CPT -5.2% and TDP1 cell noCPT -4.1%.
For CCCCC1=CC2=C(c3ccco3)C(=O)C(C)(OC(=O)c3ccc(OC)cc3)C(=O)C2=CN1CCN1CCOCC1 (configuration not stated) the results were TDP1 block -1.7%[12.3 µM], TDP1 cell CPT -15.1% and TDP1 cell noCPT 0.4%.
Screening CN(Cc1ccccc1)C(=O)c1ccc(NC(=O)c2ccccc2)cc1 returned TDP1 block 0.8%, TDP1 cell CPT -0.6% and TDP1 cell noCPT 9.4%.
`O=c1cc(O)c2ccccc2[nH]1` gave TDP1 block 0.0%, TDP1 cell CPT -18.7% and TDP1 cell noCPT -3.7%.
For CCCN1CCN(C(=O)c2ccc(CS(=O)c3ccc(Br)cc3)o2)CC1 (configuration not stated) the results were TDP1 cell CPT inconclusive and TDP1 cell noCPT -8.3%.
For Cc1cc(-c2ccccc2)nc(N/N=C/c2ccc(O)cc2O)n1 the results were TDP1 block 8.6%, TDP1 cell CPT inconclusive and TDP1 cell noCPT 18.4µM*.
For COc1cccc(CN2CC(C(=O)NCc3cccc(Cl)c3)CCC2=O)c1 (configuration not stated) the results were TDP1 cell CPT -6.6% and TDP1 cell noCPT 6.5%.
For CCn1c(-c2ccccc2Cl)nn(CC(=O)Nc2ccccc2OC)c1=S the results were TDP1 block 0.0%, TDP1 cell CPT -12.5% and TDP1 cell noCPT inconclusive.
Screening CC1=C(C(=O)OCC2CCCO2)C(c2cccc(O)c2)NC(=O)N1 (configuration not stated) returned TDP1 block 2.1%, TDP1 cell CPT -4.3% and TDP1 cell noCPT 0.2%.
COc1cccc(CC(=NO)c2cccc(OC)c2)c1 was read as TDP1 cell CPT inconclusive and TDP1 cell noCPT inconclusive.
For CCOC(=O)C1CCCN(C(=O)c2ccccc2OC(F)(F)F)CC1 (configuration not stated) the results were TDP1 cell CPT 14.4% and TDP1 cell noCPT -2.9%.
Screening O=C(COc1c(Br)cc(Br)c2cccnc12)N1CCc2ccccc2C1 returned TDP1 block 7.1%, TDP1 cell CPT inconclusive and TDP1 cell noCPT inconclusive.
Screening COCCCNC(=O)/C(C#N)=C/c1ccc(F)cc1 returned TDP1 block 5.3%, TDP1 cell CPT 9.4% and TDP1 cell noCPT -1.1%.
COC(=O)CCC(=O)NNC(=O)c1ccc(Br)cc1 was read as TDP1 block 2.0%, TDP1 cell CPT 1.1% and TDP1 cell noCPT -5.0%.
O=c1cc(CSc2n[nH]c(=O)n2C2CC2)c2ccc(O)cc2o1 was read as TDP1 cell CPT -4.0% and TDP1 cell noCPT -1.7%.
`CCOC(=O)C1=C(O)C(=O)N(c2ccc(S(N)(=O)=O)cc2)C1c1ccc([N+](=O)[O-])cc1` (configuration not stated) gave TDP1 block 5.1%, TDP1 cell CPT inconclusive and TDP1 cell noCPT -26.1%.
For COc1ccc(O)c(CN2CCN(CCCc3ccccc3)C(CCO)C2)c1 (configuration not stated) the results were TDP1 cell CPT -18.8% and TDP1 cell noCPT -3.4%.
`CC(Oc1nc2c(c(=O)n(C)c(=O)n2C)n1C)C1CCCCC1` (configuration not stated) gave TDP1 cell CPT 23.1µM* and TDP1 cell noCPT 16.4µM*.
For C(CCN1CCOCC1)CN1CCOCC1 the results were TDP1 cell CPT -1.3% and TDP1 cell noCPT -4.2%.
Screening Cc1cc(N2CCN(S(=O)(=O)c3ccccc3)CC2)c2ccccc2n1 returned TDP1 block 4.1%, TDP1 cell CPT 16.4µM* and TDP1 cell noCPT 18.4µM*.
For O=C(CCCOc1ccccc1)NNC(=O)c1ccncc1 the results were TDP1 block 0.0%, TDP1 cell CPT -0.3% and TDP1 cell noCPT -6.7%.
